PGC1a acetyl inh: inhibitors of PGC1a acetylation signal, primary screen, cell-based, U2OS, AlphaScreen, inhibitor mode | AlphaScreen anti-acetyl-lysine; with virally co-expressed GCN5 acetyltransferase | inhibition, % at 15.6 µM | 350,000 tested, 0.17% active | AID 651687, 2012;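 active means every replicate shows inhibition of at least 40%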;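 further: 0% = neutral control wells and 100% = positive control wells; some results beyond the cut were filed as inactive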
RAD52 anneal inh: RAD52 DNA annealing inhibitors, primary screen, biochemical, FRET, single point, set 2 | recombinant RAD52 DNA annealing, FRET fluorescence | inhibition, % at 18.7 µM | DNA repair protein RAD52 homolog (Homo sapiens), P43351 | 360,000 tested, 0.46% active | AID 651710, 2012;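 active means every replicate showing at least 50% inhibition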
Target sequence (P43351 whole entry, looked up): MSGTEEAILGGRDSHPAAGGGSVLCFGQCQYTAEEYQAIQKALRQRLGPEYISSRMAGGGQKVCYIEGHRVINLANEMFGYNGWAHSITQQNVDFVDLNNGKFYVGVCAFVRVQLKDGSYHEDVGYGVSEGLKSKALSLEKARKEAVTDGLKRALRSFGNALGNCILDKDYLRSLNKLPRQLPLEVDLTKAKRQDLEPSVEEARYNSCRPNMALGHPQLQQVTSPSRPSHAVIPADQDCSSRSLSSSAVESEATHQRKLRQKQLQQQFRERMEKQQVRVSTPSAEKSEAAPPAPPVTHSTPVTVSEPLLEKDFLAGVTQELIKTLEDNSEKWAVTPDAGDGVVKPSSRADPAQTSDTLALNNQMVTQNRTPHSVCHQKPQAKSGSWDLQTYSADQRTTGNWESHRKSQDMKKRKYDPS
ERAP1 inh: human ERAP1 aminopeptidase inhibitors, primary screen, biochemical, single point, plate reader. Endoplasmic reticulum aminopeptidase 1 (Homo sapiens), Q9NZ08. recombinant ERAP1, Leu-AMC fluorescence, 60 min. inhibition, % at 10.7 µM. 340,000 tested, 0.15% active. AID 652197, 2013;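 active means mean replicate inhibition of at least 30%, or all replicates individually reaching that 30% level; inactive means mean below 30% and not every replicate reaching it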;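 further: 0% = neutral control wells and 100% = L-leucinethiol positive control wells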
Cneo AK release: Cryptococcus neoformans cell lysis inducers, primary screen, AK release luminescence, single concentration; C. neoformans lysis, adenylate kinase release luminescence, 4 h; normalised: neutral wells 0, clomiphene wells 100; lysis activity, % at 15 µM; 360,000 tested, 0.2% active; AID 651654, 2012;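 active means mean lysis activity across replicates of at least 80%, whatever share of replicates individually reach that level; inactive means mean lysis activity below 80%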
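Assay system: C. neoformans cells. Amount: yeast cell density of 5 × 10^6 cells/mL. Technique: AK luminescence. Buffer or medium: YPD. Times: static 4 h at 37 °C with compound, 1 h detection. Dosing: single-point compound dose. Read-out: lysis from increased AK signal.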
PglD inh: C. jejuni PglD acetyltransferase inhibitors, primary screen, biochemical, DTNB colorimetric, single point. UDP-N-acetylbacillosamine N-acetyltransferase PglD (Campylobacter jejuni). purified PglD enzyme, DTNB colorimetric CoA detection. inhibition, % at 12.5 µM. 360,000 tested, 0.098% active. AID 602405, 2012; in the data active means inhibition above about 16%, passing the limit was not always enough; further: strong numbers were not always called active
miR122 inh: miR-122 Renilla sensor signal increase in Huh7, primary screen, miR-122 inhibitor project, cell-based, single point, plate reader. Huh7 miR-122 Renilla luciferase sensor, 48 h; neutral wells = 0, positive control = 100. 340,000 tested, 0.3% active. AID 602342, 2012. activation (reporter increase), % at 12.5 µM;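 active means mean replicate activation score at least 90 and every replicate individually at or above 90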;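 further: higher luciferase means less miR-122 activity so hits act as miR-122 inhibitors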
E-selectin induc: E-selectin induction in HUVECs, primary screen, imaging, HUVEC, immunofluorescence imaging, single point | normalized: neutral wells 0, TNF-alpha wells 100 | activation, % at 7.58 µM | 260,000 tested, 0.37% active | AID 686992, 2013;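 active means mean E-selectin-positive cell signal at least 10% of the positive control, reached in at least 60% of replicates, without over 20% cell loss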;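 further: in these data hits start at about 27%; measured in HUVEC primary endothelial cells; signal is the percent of cells scored E-selectin positive by PE staining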
Target sequence (P16581 whole entry, looked up): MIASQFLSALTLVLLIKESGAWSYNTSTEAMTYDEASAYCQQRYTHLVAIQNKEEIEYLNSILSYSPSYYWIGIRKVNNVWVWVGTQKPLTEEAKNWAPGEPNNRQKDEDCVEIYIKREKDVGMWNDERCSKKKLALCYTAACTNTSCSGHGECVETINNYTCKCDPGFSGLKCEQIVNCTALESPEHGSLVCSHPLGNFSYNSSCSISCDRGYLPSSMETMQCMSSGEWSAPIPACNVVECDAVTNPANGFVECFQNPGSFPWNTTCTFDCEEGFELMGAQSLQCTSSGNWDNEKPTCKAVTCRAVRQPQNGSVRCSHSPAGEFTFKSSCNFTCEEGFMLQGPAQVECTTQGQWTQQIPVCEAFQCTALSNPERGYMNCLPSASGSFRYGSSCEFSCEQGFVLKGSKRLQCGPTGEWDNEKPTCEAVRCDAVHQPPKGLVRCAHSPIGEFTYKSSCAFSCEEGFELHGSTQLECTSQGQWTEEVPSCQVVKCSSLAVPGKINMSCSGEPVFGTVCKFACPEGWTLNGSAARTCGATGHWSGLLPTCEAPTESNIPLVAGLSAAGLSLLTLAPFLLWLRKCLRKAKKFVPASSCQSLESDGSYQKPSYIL
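material = human umbilical vein endothelial cells (HUVEC), E-selectin induction | quantity = 3,000 cells/well | medium = EGM-2 growth medium on 0.1% gelatin-coated wells | technique = immunofluorescence imaging | read-out basis = % PE-positive cells | control set = TNF-alpha positive control, DMSO neutral control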
RAD54 branch: inhibitors of human RAD54 branch migration, primary screen, biochemical, fluorescence, single point. DNA repair and recombination protein RAD54-like (Homo sapiens), Q92698. RAD54 Holliday junction branch migration, FAM/BHQ fluorescence. inhibition, % at 10.4 µM. 360,000 tested, 0.14% active. AID 602329, 2012;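 active means mean normalized replicate activity at least 40 and at least half of replicates scoring 40 or more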;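 further: 0% = median of neutral control wells and 100% = median of positive control wells; inhibitors cause a drop in the FAM fluorescence signal; in these data hits start at about 50%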
The depositor's hits bear a star; . = not tested or not shown; & = joins results of further samples; [ ] = dose if it differs, or a comment.

SMILES	PGC1a acetyl inh	RAD52 anneal inh	ERAP1 inh	Cneo AK release	PglD inh	miR122 inh	E-selectin induc	RAD54 branch
O=C(CCCn1c(=S)[nH]c2cc3c(cc2c1=O)OCO3)N1CCN(c2ccc(F)cc2)CC1	-11	.	.	-1	1	-4	.	6
CCn1nc(C)cc1C(=O)Sc1cccc(Cl)c1	3	1	0	5	5	-2	0.4	-3
CC(C)(C)NC(=O)CC(c1ccccc1)c1ccccc1O (configuration not stated)	-28	.	.	3	2	-4	.	-4
Cc1cccc(NC(=O)CSc2ccc(-c3ccco3)nn2)c1	0	.	.	-1	-2	-5	.	9
CC1CCCCC1NS(=O)(=O)CCNC(=O)c1ccccc1 (configuration not stated)	-6	-8	-1	3	0	1	0.2	1
Nc1ccc(C(=O)OCC(=O)NC2CCS(=O)(=O)C2)cc1[N+](=O)[O-] (configuration not stated)	-4	-9	-1	2	-3	0	13	-5
C[N+](C)(C)C[C@H](O)CC(=O)[O-]	3	-15	1	4	6	-4	.	-7
CN(C)CCNc1nc2sc3c(c2c(=O)n1CCc1ccccc1)CCCCC3	.	24	3	14	2	-32	.	9
COC(=O)[C@@H]1C[C@H]2CC[C@H](O)C[C@H]2N1Cc1ccc(Cl)cc1	3	-45	-2	0	-3	-4	-0.1	1
NC(=O)c1sc(-c2ccsc2)cc1NS(=O)(=O)c1ccc(C(F)(F)F)cc1	13	-4	3	0	1	-3	0.2	-4
CCN(CC)c1ccc(/C=N/N2CCN(Cc3ccc(C)cc3C)CC2)c(O)c1	-3	.	.	5	8	1	-0.3	-1
CC(=O)N(C)c1nnc(-c2ccccn2)s1	-3	.	.	1	-3	-1	.	4
CC(=O)Nc1ccc(S(=O)(=O)N2CCCC3CCCCC32)cc1 (configuration not stated)	1	-15	-1	-2	3	3	2.1	13
CCC(C)(C)NC(=O)CN(Cc1ccc2c(c1)OCO2)C(=O)CCC(=O)Nc1ccccn1	-6	.	.	-2	1	-3	.	-2
C[C@@H]1CN([C@@H](C)CO)C(=O)c2cc(NS(=O)(=O)c3ccc(Cl)cc3)ccc2O[C@@H]1CN(C)C(=O)Nc1ccc2c(c1)OCO2	37	-23	-3	5	0	2[16.7 µM]	0.1	8
COc1cc(CCC(=O)OCC(=O)Nc2ccc(F)cc2F)cc(OC)c1OC	.	4	-1	0	-4	.	.	6
O=C(CC1(O)C(=O)Nc2ccccc21)c1ccc(-n2cnnn2)cc1 (configuration not stated)	2	-24	3	-3	-1	1	.	2
O=C1c2ccccc2C(Nc2ccc3c(c2)OCO3)N1Cc1ccc2c(c1)OCO2 (configuration not stated)	-11	-9	4	3	1	2	-0.1	7
CSc1ncccc1C(=O)NCC(c1ccco1)N1CCCCC1 (configuration not stated)	.	-4	0	0	-7	.	.	-9
COCC(CN1CCN(C2=NS(=O)(=O)c3ccccc32)CC1)OC(=O)c1ccc(OC)cc1 (configuration not stated)	.	-6	-3	-4	-2	.	.	-7
COc1ccccc1NS(=O)(=O)c1ccc(C(=O)Nc2ncccc2O)cc1	3	.	.	-1	-3	-2	.	2
C[C@H]1CN([C@@H](C)CO)C(=O)c2cc(N(C)C)ccc2O[C@@H]1CN(C)S(C)(=O)=O	8	0	2	-2	-3	2[16.7 µM]	0.0	-1
C[C@@H]1CN([C@@H](C)CO)C(=O)c2cc(-c3cncnc3)cnc2O[C@@H]1CN(C)C(=O)c1cccc(F)c1	1	1	4	-3	0	-4[16.7 µM]	0.9	-6
C=CCn1c(C)nnc1SCC(=O)Nc1ccccc1C(=O)NC1CC1	2	-4	-7	4	-3	1	-0.2	-16
C/C(=N\NC(=O)CCc1ccc(S(=O)(=O)N2CCOCC2)cc1)c1ccccc1Cl	.	-8	-1	-1	-2	4	5.3	3
CCCn1c(C(O)c2cccc(OC)c2)nc2ccccc21 (configuration not stated)	.	-11	-1	1	7	.	.	0
O=C(O)C1CCN(C(=O)COc2ccc3c(c2)oc(=O)c2ccccc23)CC1	15	0	1	-2	-3	-2	.	-7
C[C@H]1CN([C@@H](C)CO)C(=O)c2cc(NC(=O)C3CCCCC3)ccc2O[C@H]1CN(C)S(=O)(=O)c1ccc(Cl)cc1	-5	18	-1	6	7	32[16.7 µM]	.	-5
COC(=O)c1[nH]c2ccc(Cl)cc2c1NC(=O)CCN1CCOCC1	-14	.	.	2	2	-4	.	6
Cc1ccc(C(=O)N(CN2CCCC2=O)c2ccccc2)cc1	-11	-11	0	.	.	.	-0.1	.

3 records drawn at random from those above:
SMILES	PGC1a acetyl inh	RAD52 anneal inh	ERAP1 inh	Cneo AK release	PglD inh	miR122 inh	E-selectin induc	RAD54 branch
C[C@@H]1CN([C@@H](C)CO)C(=O)c2cc(-c3cncnc3)cnc2O[C@@H]1CN(C)C(=O)c1cccc(F)c1	1	1	4	-3	0	-4[16.7 µM]	0.9	-6
COc1cc(CCC(=O)OCC(=O)Nc2ccc(F)cc2F)cc(OC)c1OC	.	4	-1	0	-4	.	.	6
CSc1ncccc1C(=O)NCC(c1ccco1)N1CCCCC1 (configuration not stated)	.	-4	0	0	-7	.	.	-9

New compounds follow:
SMILES	PGC1a acetyl inh	RAD52 anneal inh	ERAP1 inh	Cneo AK release	PglD inh	miR122 inh	E-selectin induc	RAD54 branch
Cc1oc(-c2cc(Cl)cc(Cl)c2)cc1C(=O)NCCc1ccccc1	.	.	.	1	-1	-9	0.6	3
COc1ccc(NC(=O)Nc2cccc3c2O[C@H](CN(C)S(=O)(=O)c2ccc(F)cc2)[C@@H](C)CN([C@H](C)CO)C3=O)cc1	0	10&-4	-1&0	-22	1	7	0.1&0.1	5
C[C@H]1CN([C@@H](C)CO)C(=O)c2cc(NC(=O)c3ccncc3)ccc2O[C@H]1CN(C)Cc1ccc(Oc2ccccc2)cc1	-9	16	0	2	-4	-7[16.7 µM]	0.0	3
CCOC(=O)c1c(NC(=O)CSc2nnnn2C)sc(CC)c1C	-9	.	.	1	0	-3	.	3
CC(=O)c1c(C)[nH]c(C(=O)OCC(=O)Nc2cccc(S(=O)(=O)N3CCCC3)c2)c1C	-1	.	.	0	3	2	-0.2	1
CCCCCCCCC(NC(=O)c1ccc(C#N)cc1)C(=O)NCCC (configuration not stated)	-6	3	2	6	1	-5	0.0	-6
CO[C@@H](CN(C)C(=O)c1cnccn1)[C@H](C)CN([C@@H](C)CO)S(=O)(=O)c1ccc(C)cc1	1	-7	-3	0	0	.	0.1	-7
C[C@]12CCC(=O)C=C1CC[C@@H]1[C@@H]2[C@@H](O)C[C@@]2(C)[C@H]1CC[C@]2(O)C(=O)CO	-8&-14	-8&-11	-3&-1	0&-2	3&1	5&5	-1.9&1.2	-9&-3
COCCCN1C(=O)c2ccc(C(=O)OCC(=O)NCc3ccccc3OC)cc2C1=O	13	0	-2	-2	3	4	1.2	-3
CCOCCCNC(=O)c1ccc2c(c1)N=C(CC)c1cc(Br)ccc1S2	3	-16	-6	1	-4	.	.	1
COC(=O)/C(C#N)=C/c1c(Oc2cccc(C)c2)nc2ccccn2c1=O	2	-36	2	.	.	-3	1.9	.
Cc1noc(C)c1NC(=O)NCC[C@@H]1CC[C@H](NC(=O)Cc2cccnc2)[C@H](CO)O1	-3	3	-1	10	2	.	-1.0	0
CCOC(=O)Cn1c(=O)oc2cc(S(=O)(=O)NC(C)(C)CC)ccc21	-11	-24	-5	-3	-2	-6	.	2
Cc1ccc2nc(SCC(=O)Nc3oc(C)c4c(C)n[nH]c(=O)c34)[nH]c2c1	6	-26	2	1	0	-1	-2.1	7
Cn1c(SCc2ccccc2F)nnc1-c1ccccn1	1	-8	1	5	-3	-4	2.8	-3
CCOc1ccc(S(=O)(=O)NN=C(C)c2cccnc2)cc1	.	-12	-2	-2	-3	.	.	-3
O=C(Cc1cccs1)N1CCCC(c2nc3c(nnn3Cc3cccc(Cl)c3)c(=O)[nH]2)C1 (configuration not stated)	5	-9	1	.	.	-13	.	.
CCNC(=O)C[C@@H]1CC[C@H]2[C@H](COc3ccc(NC(=O)NC(C)C)cc3C(=O)N2C)O1	6	2	1	-3	-2	-11[16.7 µM]	0.0	-9
CC(O)[C@H]1CNCCN1CCc1cc(C(F)(F)F)cc(C(F)(F)F)c1 (some centres not stated)	.	-20	-3	15	5	.	-0.1	-8
CCN(CC)c1ccc(/C=N/N2C(C)CCCC2C)c(O)c1 (configuration not stated)	.	-24	-5	0	-3	-3	4.5	2
O=C(CN1C(=O)NC2(CCCCCC2)C1=O)NCc1ccco1	-15	.	.	1	2	0	.	-5
CC(Cc1ccccc1)NC(=O)CN1C(=O)c2ccccc2S1(=O)=O (configuration not stated)	-1	-1	1	1	-3	-3	-0.1	-13
CCc1noc(C)c1C(=O)NNC(=O)c1ccc(N(CC)CC)cc1	.	-22	-1	-2	5	.	2.3	-6
CC(=O)N1CCN(S(=O)(=O)c2cccc(C(=O)Nc3ccc(OC(F)F)cc3)c2)CC1	-5	-20	0	-1	0	-2	.	-7
Cc1ccc(C(C2C(=O)CC(C)(C)CC2=O)C2C(=O)CC(C)(C)CC2=O)s1	-25	.	.	-1	3	-6	.	11
C[C@H](CO)N1C[C@H](C)[C@@H](CN(C)C(=O)c2cnccn2)Oc2ncc(Br)cc2C1=O	8&13	-1&-1	2&2	2	2	-2	1.5&-0.4	5
Cc1ccc(SCC(=O)NNC(=O)c2cncc(Br)c2)cc1	-2	-8	-1	-1	0	1	-0.1	-7
CCC(C(=O)NCc1ccco1)N(C(=O)CNS(=O)(=O)c1ccccc1)c1ccc(OC)cc1 (configuration not stated)	4	.	.	-1	-1	1	.	-5
COCCNC(=O)c1ccc(C(=O)NCCOC)s1	6	.	.	-3	0	-6	.	-12
COc1cc(OC)c(C2=NOC(C(=O)Nc3cc(C)nn3-c3ccccc3)C2)cc1Cl (configuration not stated)	-2	.	.	-1	-8	-3	.	-5
COCCNCC(=O)Nc1ccccc1Sc1ccccc1	-2	-11	0	.	.	-6	.	.
Cc1cc(C)cc(NC(=S)/C(=C(\[O-])c2ccc(Cl)cc2Cl)[n+]2ccc(C(C)(C)C)cc2)c1	0	-7	2	.	.	.	3.1	.
COc1ccc2c3c(n(C)c2c1)[C@H](CO)NCC31CCN(C(=O)Nc2ccc(F)cc2F)CC1	-3	-20	-3	.	.	.	0.4	.
Cc1ccc(Cl)cc1N1CCN(C(=O)C2CCN(S(=O)(=O)c3cnc[nH]3)CC2)CC1	-6	.	.	2	-4	-5	.	-53
O=C(CCNS(=O)(=O)c1cccs1)NC1CCN(Cc2ccccc2)CC1	4	-23	1	.	.	3	.	.
Fc1ccccc1-c1nc2c(s1)CCc1onc(-c3ccc(Br)cc3)c1-2	2	-14	-1	3	4	1	-0.1	-5
Cc1ccc(NC(=O)C2CCN(S(=O)(=O)c3ccc4[nH]c(=O)oc4c3)CC2)cc1F	-4	-5	-2	0	7	-3	0.1	-6
O=Cc1cn(-c2ccccc2)nc1-c1ccncc1	-1	-4	2	-1	0	1	0.1	-5
CCN(CC)c1ccc(NC(=O)C2=CCN(S(=O)(=O)c3ccc(F)cc3)CC2)c(C)c1	-21	-16	0	-2	-2	1	.	2

Source: PubChem BioAssay (Broad Institute)
